# aDG glyco act – alpha-DG glycosylation activation | Pro5-aDG cells, alpha-DG glycosylation AlphaScreen (IIH6); 0% Pro5, 100% B10-LARGE cell signal | activation, % at 10 µM | hit rate 0.22% among 360,000;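 active means activation of at least 8% versus controls, or a plate z-score of at least 8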;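 further: Pro5 are CHO cells carrying HIG-tagged alpha-DG that lacks glycosylation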
# iPSC survival up – hiPSC single-cell survival enhancement; ATPlite luminescence; 100% = ROCK inhibitor wells, 0% = DMSO; survival enhancement, % at 20 µM; hit rate 0.044% among 360,000; AID 602274; in the data active means survival enhancement above about 18%;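 further: cells exposed to compounds for 16 hours before the ATP read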
# Peg3 promoter – reduces Peg3 promoter-driven luciferase expression in HeLa | HeLa PEG-Prom luciferase reporter, luminescence, overnight | inhibition, % at 20 µM | hit rate 1.7% among 360,000 | AID 588405;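 active means inhibition of at least 50% at 20 µM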
# CaV13 FRET inh – Disruptors of the CACNA1D IQ motif to Ca2+-dependent inactivation inhibitor domain association, primary screening, Förster resonance energy transfer in intact living …; hit rate 0.098% among 340,000; HEK cells, CFP/YFP FRET ICDI-IQ, plate reader, 10 min; percent FRET-ratio fall versus neutral wells; inhibition, % at 12.3 µM; AID 743397;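 active means mean replicate inhibition of at least 30% and at least 1% of replicates passing that level; inconclusive means only one of the two criteria is met; inactive means neither criterion is met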;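 further: 0% = median of the neutral control wells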
# PDI turbidity – PDI (human) enzyme inhibition; P07237; PDI insulin aggregation turbidity, A650, 90 min; inhibition, % at 10 µM; hit rate 0.052% among 350,000;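 active means mean inhibition across replicates of 30% or more, whatever share of single replicates reach that level; inconclusive means mean inhibition below 30% while every single replicate reaches 30%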;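 further: absorbance from insulin aggregation driven by PDI reduction with DTT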
# Target sequence (P07237 whole entry, looked up): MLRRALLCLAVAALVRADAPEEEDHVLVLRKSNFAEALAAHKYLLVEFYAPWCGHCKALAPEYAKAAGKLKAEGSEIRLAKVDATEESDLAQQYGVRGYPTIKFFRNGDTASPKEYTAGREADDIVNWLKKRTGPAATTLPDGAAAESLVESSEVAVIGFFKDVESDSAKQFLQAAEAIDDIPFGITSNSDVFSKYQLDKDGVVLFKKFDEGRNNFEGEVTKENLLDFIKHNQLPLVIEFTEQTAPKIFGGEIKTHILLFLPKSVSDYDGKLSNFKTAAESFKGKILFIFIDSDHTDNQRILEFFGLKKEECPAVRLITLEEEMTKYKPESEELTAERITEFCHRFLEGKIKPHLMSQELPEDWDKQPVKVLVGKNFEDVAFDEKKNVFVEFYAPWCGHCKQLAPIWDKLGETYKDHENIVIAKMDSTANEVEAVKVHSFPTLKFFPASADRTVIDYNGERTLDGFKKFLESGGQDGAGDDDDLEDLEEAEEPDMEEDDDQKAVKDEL
# HIF-2a block – blocks HIF-2a reporter activity; 786-0 RCC cells HIF-2a reporter, luciferase luminescence, overnight; inhibition, % at 18.8 µM; hit rate 0.72% among 360,000; AID 624352;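 active means inhibition of the luminescence signal of 40% or more relative to plate controls, in a single-dose primary screen at 18.75 µM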
# NR2E3 ag-1 – agonists of human nuclear receptor NR2E3; Q9Y5X4; GST-NR2E3/biotin-RetCOR TR-FRET, 1536-well; inhibition of corepressor binding, % at 4.78 µM; hit rate 0.12% among 320,000; AID 2300;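 active means percent inhibition above the cutoff of mean plus 3 SD of all tested compounds, set per screening campaign, cut at about 20% in these data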;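 further: 0% = DMSO wells and 100% = biotin wells as full block of FRET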
# Target sequence (Q9Y5X4 whole entry, looked up): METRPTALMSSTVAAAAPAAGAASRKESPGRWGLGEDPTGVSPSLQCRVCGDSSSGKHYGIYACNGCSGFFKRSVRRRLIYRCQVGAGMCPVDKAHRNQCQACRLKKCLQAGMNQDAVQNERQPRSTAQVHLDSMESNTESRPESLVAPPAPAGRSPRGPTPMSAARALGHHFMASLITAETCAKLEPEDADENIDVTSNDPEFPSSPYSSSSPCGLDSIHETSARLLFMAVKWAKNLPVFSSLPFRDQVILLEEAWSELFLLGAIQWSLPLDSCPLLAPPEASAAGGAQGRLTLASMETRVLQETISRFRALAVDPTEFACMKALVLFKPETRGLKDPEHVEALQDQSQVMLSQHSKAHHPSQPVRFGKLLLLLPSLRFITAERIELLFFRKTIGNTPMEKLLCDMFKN
#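 Assay system: NR2E3–RetCOR corepressor complex. Quantity: 1.35 nM GST-NR2E3. Buffer or medium: pH 7.5 Tris-based buffer. Reagent: biotinylated RetCOR corepressor at 7 nM final. Schedule: 5 h at 4 °C. Detection: TR-FRET, emission read at 617 and 671 nm. Replicates: one well per compound, singlicate testing.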
# Vif imaging – HIV Vif inhibition; inhibition, % at 7.49 µM; AID 602346; hit rate 0.35% among 340,000; HEK293T cells, Vif self-association by quenched fluorescence, imaging, 24 h; in the data active means inhibition above about 50%, passing the limit was not always enough; inconclusive means no clear call, values can overlap the other calls; inactive means below about 31%; further: some results filed as inactive read as strong as hits
# TRPM1 prom inh – reduces MITF-dependent TRPM1 promoter luciferase signal; hit rate 0.83% among 330,000; inhibition, % at 12.5 µM; SK-MEL-5 TRPM1 promoter luciferase, 24 h;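 active means mean inhibition across replicates of 60% or more, whatever share of single replicates reaches that level; inconclusive means some that reach 60%, reason not given; inactive means mean inhibition across replicates below 60%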; further: values of inactives mirror those of a sister screen read the other way
# NR2E3 ag-2 – agonists of human NR2E3 nuclear receptor | inhibition of corepressor binding, % at 3.98 µM | hit rate 0.35% among 360,000 | CHO-S Gal4-NCOR/VP16-NR2E3 two-hybrid, luciferase | Q9Y5X4 | AID 602229;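 active means inhibition above the mean of all tested compounds plus 3 SD, cut at about 70% in these data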;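 further: 0% = DMSO with NR2E3 transfected cells and 100% = cells lacking NR2E3 construct; higher means lower luciferase signal from less NR2E3 corepressor binding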
# Exocytosis inh – blocks lytic granule exocytosis. TALL-104 LAMP-1 surface exposure, flow cytometry; cells stimulated with thapsigargin and PMA. inhibition, % at 10 µM. hit rate 0.66% among 360,000. AID 651702;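 active means inhibition above about 55%, limit read from the data; inconclusive means no clear call, values can overlap the other calls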
# Starred values were filed as active, the others as inactive; ? = inconclusive; nt = not tested or not shown.
[1] COCC(=O)Nc1ccc(S(=O)(=O)NCCc2ccccc2)cc1
[2] CCOC(=O)c1c(C)[nH]c(C)c1C(=O)COC(=O)c1nc2nccc(C)n2n1
[3] Cc1cc(C)n2nc(SCCCC(=O)c3ccc(F)cc3)nc2n1
[4] O=C(CCn1cccc1)Nc1nccs1
[5] COC(=O)CSc1cccc2c1C(=O)CC2c1ccccc1 (stereo not given)
[6] COc1ccc(CNC(=O)[C@H](C)NC(=O)C2CCN(S(=O)(=O)c3ccccc3)CC2)cc1
[7] O=C(N/N=C/c1c(Nc2cccc(C(F)(F)F)c2)nc2ccccn2c1=O)c1ccccc1[N+](=O)[O-]
[8] COc1ccc(C(=O)CSc2nnc(C3CCCCC3)n2N)c(OC)c1
assay / compound	1	2	3	4	5	6	7	8
aDG glyco act	0.2	-0.3	0.1	-0.1	0.1	-0.4	-0.4	0.5
iPSC survival up	-0.5	0.5	-0.6	-1.0	-0.2	2.2	1.4	1.6
Peg3 promoter	9	4	2	2	-6	6	43	25
CaV13 FRET inh	-6	9	3	nt	-4	-3	-4	-4
PDI turbidity	15	1	3	-3	-10	1	9	9
HIF-2a block	7	16	13	7	21	4	16	12
NR2E3 ag-1	-1	4	2	-3	-2	-1	2	-2
Vif imaging	0	16	3	-5	4	7	-5	-9
TRPM1 prom inh	0	-7	1	-5	-4	-12	7	12
NR2E3 ag-2	17	-20	-16	8	-34	-1	-2	-22
Exocytosis inh	0	-8	6	-1	-2	4	-4	8

# Overlap with the part before: 2 entries; new compounds follow.
[7] O=C(N/N=C/c1c(Nc2cccc(C(F)(F)F)c2)nc2ccccn2c1=O)c1ccccc1[N+](=O)[O-]
[8] COc1ccc(C(=O)CSc2nnc(C3CCCCC3)n2N)c(OC)c1
[9] Cc1ccc(-c2nc(SCC(=O)NCC3CCCO3)c(-c3ccc(Cl)cc3)[nH]2)cc1 (stereo not given)
[10] O=C(CN1CCN(S(=O)(=O)c2ccc(F)cc2)CC1)Nc1ccc(Cl)c(C(F)(F)F)c1
[11] COc1ccccc1S(=O)(=O)Nc1ccc2cn[nH]c2c1
[12] Cn1c(=O)c2c(nc(SCC(=O)NCc3ccc4c(c3)OCO4)n2Cc2ccccc2)n(C)c1=O
[13] COC(=O)[C@H](CCSC)NC(=O)N1CCN(Cc2ccccc2)CC1
[14] CNC(=O)C(=O)Nc1ccc2c(c1)N(S(=O)(=O)c1cccs1)CCC2
[15] COc1ccc(CCNC(=O)c2ccc3c(c2)N(Cc2ccc(F)cc2)CCS3)c(OC)c1
[16] CCOC(=O)CCC(=O)O[C@H]1[C@H](O[C@@H]2[C@@H](C)[C@H](O[C@H]3C[C@@](C)(OC)[C@@H](O)[C@H](C)O3)[C@@H](C)C(=O)O[C@H](CC)[C@@](C)(O)[C@H](O)[C@@H](C)C(=O)[C@H](C)C[C@@]2(C)O)O[C@H](C)C[C@@H]1N(C)C
assay / compound	7	8	9	10	11	12	13	14	15	16
aDG glyco act	-0.4	0.5	0.5	5.4*	0.1	0.5	-0.1	0.0	-0.1	-0.1
iPSC survival up	1.4	1.6	1.2	-0.9	5.8	1.4	0.7	-0.5	-0.3	0.4
Peg3 promoter	43	25	20	32	29	20	8	10	5	0
CaV13 FRET inh	-4	-4	-14	-2	-5	-5	-3	-14	-7	-5
PDI turbidity	9	9	nt	14	-9	2	-34	16	4	4
HIF-2a block	16	12	3	18	8	16	20	15	1	-5
NR2E3 ag-1	2	-2	3	4	0	7	0	1	2	2
Vif imaging	-5	-9	-8	-19	5	1	3	nt	4	3
TRPM1 prom inh	7	12	nt	12	5	1	-6	-1	-1	-7
NR2E3 ag-2	-2	-22	-34	29	10	-6	5	-1	-19	-55
Exocytosis inh	-4	8	4	-24	-4	2	-2	-3	44	-2

# Some of these compounds in order of the NR2E3 ag-2 value, high to low:
no. | Compound | aDG glyco act | Peg3 promoter | CaV13 FRET inh | PDI turbidity | HIF-2a block | NR2E3 ag-1 | Vif imaging | TRPM1 prom inh | NR2E3 ag-2 | Exocytosis inh
13 | COC(=O)[C@H](CCSC)NC(=O)N1CCN(Cc2ccccc2)CC1 | -0.1 | 8 | -3 | -34 | 20 | 0 | 3 | -6 | 5 | -2
15 | COc1ccc(CCNC(=O)c2ccc3c(c2)N(Cc2ccc(F)cc2)CCS3)c(OC)c1 | -0.1 | 5 | -7 | 4 | 1 | 2 | 4 | -1 | -19 | 44
2 | CCOC(=O)c1c(C)[nH]c(C)c1C(=O)COC(=O)c1nc2nccc(C)n2n1 | -0.3 | 4 | 9 | 1 | 16 | 4 | 16 | -7 | -20 | -8

# Carrying on:
[17] Cc1ccc(CN2CC(N3CCN(C4CCN(C)CC4)CC3)CS2(=O)=O)cc1 (stereo not given)
[18] CCc1ccc(N(C(=O)Cc2cccs2)C(C(=O)NC2CCCCC2)c2cn(C)nc2C)cc1 (stereo not given)
[19] CCC(=O)N1c2ccc(S(=O)(=O)N3CCN(c4cc(C)ccc4C)CC3)cc2CC1C (stereo not given)
[20] CSCCC(NC(=O)c1ccccc1Cl)C(=O)NCCOc1ccccc1 (stereo not given)
[21] S=C(NCc1ccc(Cl)cc1Cl)Nc1ccccc1
[22] CN(c1ccccc1)S(=O)(=O)c1cccc(NC(=O)c2cc(=O)c3ccccc3o2)c1
[23] CCOC(=O)Nc1cccnc1Sc1ccc(Cl)cc1
[24] COC(=O)c1sccc1NC(=O)c1c(Cl)cccc1Cl
assay / compound	17	18	19	20	21	22	23	24
aDG glyco act	-0.1	0.5	0.0	0.7	0.4	-0.2	0.0	0.0
iPSC survival up	1.5	-3.9	1.3	-0.2	-1.7	0.7	1.0	-0.5
Peg3 promoter	4	13	17	2	-49	31	3	17
CaV13 FRET inh	-6	-4	-13	-6	-5	-7	-5	-4
PDI turbidity	nt	2	9	-1	0	-2	7	-1
HIF-2a block	0	8	14	-15	-32	8	1	33
NR2E3 ag-1	nt	-1	-4	-1	-1	1	0	2
Vif imaging	nt	0	7	-5	-7	-4	0	-4
TRPM1 prom inh	nt	8	8	4	6	14	-11	4
NR2E3 ag-2	5	-18	-4	4	11	-2	9	-20
Exocytosis inh	0	1	-1	-3	3	40	1	-3

[25] Fc1ccc2c(c1)C(c1ccncc1)=NNC(c1cccnc1)=N2
[26] COc1ccc(S(=O)(=O)Nc2ccc3c(c2)n(C)c(=O)n3C)cc1F
[27] COc1ccc(-n2cnnc2SCCC#N)cc1
[28] CCOC(=O)N1CCN(C(=O)C[C@@H]2C[C@@]3(C(=O)OCC)CCCC=C3N(Cc3ccc4c(c3)OCO4)C2=O)CC1
[29] CC(C)[C@H](NC(=O)[C@@H]1CSC2c3ccccc3C(=O)N21)C(=O)NCC1CCCO1 (stereo not given in full)
[30] CC1CCN(CCc2nc3cc(NC(=O)C(C)C)ccc3n2C)CC1
[31] CCOC(=O)c1cccc(NC(=O)CCc2nnc3ccc(N4CCOCC4)nn23)c1
[32] Cc1ccccc1NC(=O)Cc1c(O)c2ccccc2[nH]c1=O
assay / compound	25	26	27	28	29	30	31	32
aDG glyco act	0.0	0.0	-0.1	0.0	0.0	0.0	-0.1	-0.2
iPSC survival up	-1.1	-0.4	-2.3	-0.4	0.4	-0.4	-0.6	-0.3
Peg3 promoter	3	7	-1	nt	3	8	5	11
CaV13 FRET inh	-5	-4	-5	-3	-15	-3	-3	-9
PDI turbidity	7	-1	-2	nt	6	-8	2	-6
HIF-2a block	16	3	9	2	8	14	12	-20
NR2E3 ag-1	1	-1	-1	nt	-2	-1	-2	5
Vif imaging	-16	-5	4	nt	0	5	4	-2
TRPM1 prom inh	3	10	13	nt	3	3	8	12
NR2E3 ag-2	6	74*	1	-31	-9	-21	-28	-16
Exocytosis inh	14	0	0	-10	1	4	-6	0

# Screen by screen, as entered above.
# Nos. 26–32 in iPSC survival up: -0.4, -2.3, -0.4, 0.4, -0.4, -0.6, -0.3

# (more compounds)
[33] O=C(NCC1COc2ccccc2O1)c1cccc(S(=O)(=O)N2CCN(c3ccccc3)CC2)c1 (stereo not given)
[34] Cc1csc(=O)n1CC(=O)OCc1nnc(-c2ccccc2)o1
[35] C=CCC1(CC=C)CCCN1C(=O)C1CCC(=O)N(CCc2ccccc2)C1 (stereo not given)
[36] CCOc1ccc(S(=O)(=O)Nc2ccc(S(=O)(=O)N3CCCCC3)cc2)cc1
[37] CCc1nnc(NC(=O)CSc2nnc(-c3ccco3)n2CCOC)s1
[38] COc1ccc(Oc2cccc(Cl)c2CNC(=O)CSCC(=O)O)cc1
[39] Cc1cc2cc(CN(Cc3ccco3)C(=O)C3CCCCC3)c(=O)[nH]c2cc1C
[40] COCCn1c(SCC(=O)/C=C2\N(C)c3ccccc3C2(C)C)nnc1-c1ccncc1
assay / compound	33	34	35	36	37	38	39	40
aDG glyco act	1.3	0.0	0.0	-0.3	-0.3	0.0	0.7	1.6
iPSC survival up	-0.5	0.7	-0.1	1.2	-1.0	-0.4	1.0	-3.4
Peg3 promoter	23	-39	-335	7	2	13	13	14
CaV13 FRET inh	-5	-6	nt	-6	-6	-4	-6	-8
PDI turbidity	-4	2	5	1	-5	2	3	4
HIF-2a block	19	-45	-210	16	17	11	12	15
NR2E3 ag-1	nt	-2	2	-1	-4	-3	-1	0
Vif imaging	-14	-3	?	6	1	0	-49	-2
TRPM1 prom inh	29	-8	-102	-10	3	-7	20	6
NR2E3 ag-2	37	-35	-113	12	-31	-8	-13	20
Exocytosis inh	8	0	-5	-2	0	-2	2	3

[41] O=C(COC(=O)Cc1ccc(Cl)c(Cl)c1)NCCc1ccccc1
[42] C/C(Cn1ncc(N2CCOCC2)c(Cl)c1=O)=N\O
[43] COc1ccccc1CN1CCC(n2nccc2NC(=O)c2ccccc2Cl)CC1
[44] COc1ccc(S(=O)(=O)N(C)C[C@H]2OCc3cnnn3CCCC(=O)N([C@H](C)CO)C[C@H]2C)cc1
[45] CC(C)(C)c1ccc(C(=O)NCC(=O)N2CCCC2)cc1
[46] Cc1ccc(NCc2ccccc2OCc2ccccc2F)cc1
[47] C[C@@H](C(O)c1ccccc1)N(C)C(=O)CCc1ccccc1 (stereo not given in full)
[48] CCc1ccc(C(C)NC(=O)/C(C#N)=C\c2cn[nH]c2-c2ccccc2)cc1 (stereo not given)
assay / compound	41	42	43	44	45	46	47	48
aDG glyco act	-0.1	0.1	-0.1	-0.4	0.0	-0.2	0.5	-0.1
iPSC survival up	4.6	-0.3	-0.6	-1.7	-0.4	-1.2	-0.3	-0.4
Peg3 promoter	-9	-4	-3	-11	-76	2	1	15
CaV13 FRET inh	-12	-21	-2	-7	-2	-5	-9	-7
PDI turbidity	-7	3	7	-5	15	2	-5	-1
HIF-2a block	4	12	3	-1	-88	-21	-5	-29
NR2E3 ag-1	nt	1	-3	nt	8	1	3	3
Vif imaging	nt	2	-9	-1	5	7	-2	4
TRPM1 prom inh	nt	0	4	nt	-24	-9	-20	11
NR2E3 ag-2	3	-22	5	-2	-43	-23	-6	-6
Exocytosis inh	2	-2	-2	-11	-3	4	-14	4

# Compound activity: PubChem, several laboratories
